# PREPL inhibitor – human PREPL enzyme inhibition. recombinant PREPL, fluorescence polarization activity-based probe. hit rate 0.68% among 320,000. Q4J6C6. inhibition, % at 5.96 µM; in the data active = inhibition above about 43%;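 also: 0% = enzyme with DMSO and 100% = wells lacking enzyme; many of its hits are not listed in these tables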
# Target sequence (Q4J6C6 whole entry, looked up): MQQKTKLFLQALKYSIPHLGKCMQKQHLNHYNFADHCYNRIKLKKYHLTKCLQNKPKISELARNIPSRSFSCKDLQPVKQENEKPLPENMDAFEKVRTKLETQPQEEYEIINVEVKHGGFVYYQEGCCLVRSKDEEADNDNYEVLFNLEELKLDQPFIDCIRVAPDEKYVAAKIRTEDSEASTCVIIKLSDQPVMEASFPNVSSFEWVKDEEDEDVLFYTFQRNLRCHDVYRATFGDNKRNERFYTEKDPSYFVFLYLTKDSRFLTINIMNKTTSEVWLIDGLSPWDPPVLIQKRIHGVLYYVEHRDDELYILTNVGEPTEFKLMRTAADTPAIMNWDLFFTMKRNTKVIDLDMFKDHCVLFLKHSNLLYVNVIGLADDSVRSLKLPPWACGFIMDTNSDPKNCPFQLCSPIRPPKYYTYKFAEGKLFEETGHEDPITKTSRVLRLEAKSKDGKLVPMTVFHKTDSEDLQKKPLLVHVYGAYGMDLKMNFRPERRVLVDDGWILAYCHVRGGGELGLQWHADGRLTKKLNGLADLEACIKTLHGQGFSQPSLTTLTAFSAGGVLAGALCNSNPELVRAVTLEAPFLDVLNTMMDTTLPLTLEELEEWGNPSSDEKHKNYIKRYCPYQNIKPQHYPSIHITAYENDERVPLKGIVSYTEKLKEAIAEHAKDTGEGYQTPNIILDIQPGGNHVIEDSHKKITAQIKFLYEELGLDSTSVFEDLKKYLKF
# TPT1 inhibitor – inhibitors of Candida albicans tRNA 2'-phosphotransferase TPT1; inhibition, % at 5 µM; recombinant caTPT1, FP RNA substrate dephosphorylation; hit rate 0.81% among 300,000;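 active = inhibition above the mean of all tested compounds plus 3 SD, set per screening campaign, cut at about 24% in these data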;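 also: plate controls were DMSO alone for no effect and ferristatin control at 100 nM for full effect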
# ZTA DNA inh – counter-screen for EBNA-1 inhibitors: inhibitors of Epstein-Barr virus ZTA | P03206 | ZTA-DNA binding, fluorescence polarization | inhibition, % at 11 µM | hit rate 0.15% among 320,000 | AID 2234; in the data active = inhibition above about 33%
# EBNA-1 inh – blocks EBNA-1 binding to DNA | EBNA-1 DNA binding, fluorescence polarization | inhibition, % at 14.8 µM | hit rate 0.34% among 300,000 | AID 1950; in the data active = inhibition above about 28%
# Efflux pump mplx – antifungal efflux pump inhibition, Nile Red retention; AID 485275; S. cerevisiae Candida pump triplex; inhibition, % at 10 µM; hit rate 0.44% among 330,000;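 active = plate passing quality check with inhibition over a set limit, or well fluorescence over plate mean plus 4 SD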;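 also: Nile Red retained in pooled yeast measured as flow cytometry median fluorescence; 0% = buffer negative control and 100% = Enniatin B positive control; higher means more Nile Red kept so more efflux inhibition; some compounds called inactive have numbers as strong as hits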
# CTSL1 counter – blocks F. hepatica cathepsin L1 in PFM18AAP counter-screen; recombinant F. hepatica cathepsin L1, Z-Leu-Arg-MCA fluorescence; inhibition, % at 5.96 µM; hit rate 0.49% among 300,000;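 active = inhibition above the mean of all tested compounds plus 3 SD, set per screening campaign, cut at about 17% in these data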;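 also: 0% = plate median of test compound wells and 100% = 1 µM Z-Phe-Ala-diazomethylketone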
# PP5 primary – PP5 (human) phosphatase inhibition | hit rate 0.18% among 320,000 | P53041 | purified PP5c, OMFP substrate fluorescence | AID 1987 | inhibition, % at 6.7 µM;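 active = inhibition above the campaign's mean inhibition across all tested compounds plus 3 SD, cut at about 9.5% in these data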;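 also: 0% = DMSO only and 100% = 100 µM cantharidin control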
# core dimer inh – HCV core protein dimerization inhibition. TR-FRET GST/Flag-core106 dimerization, 1536-well. inhibition, % at 5 µM. hit rate 0.33% among 300,000;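 active = inhibition above the mean of all tested compounds plus 3 SD, set per screening campaign, cut at about 45% in these data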
#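 Assay system: tagged HCV core106 pair (GST and Flag); medium: KF-containing HEPES buffer, pH 7.45, DTT, CHAPS, BSA; also added: Eu donor and XL665 acceptor anti-tag antibodies; dosing: 5 µM single dose; timing: compound-protein-antibody incubation 4 h at 22.5 °C; signal: TR-FRET 671 and 617 nm emission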
# PP1 counter – blocks human PP1-alpha phosphatase, a PP5 counter-screen. P62136. purified PP1alpha, OMFP fluorescence. inhibition, % at 6.7 µM. hit rate 0.9% among 320,000. AID 2235;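 active = inhibition above the mean inhibition of all tested compounds plus 3 SD, computed separately for each screening campaign, cut at about 15% in these data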
# Target sequence (P62136 whole entry, looked up): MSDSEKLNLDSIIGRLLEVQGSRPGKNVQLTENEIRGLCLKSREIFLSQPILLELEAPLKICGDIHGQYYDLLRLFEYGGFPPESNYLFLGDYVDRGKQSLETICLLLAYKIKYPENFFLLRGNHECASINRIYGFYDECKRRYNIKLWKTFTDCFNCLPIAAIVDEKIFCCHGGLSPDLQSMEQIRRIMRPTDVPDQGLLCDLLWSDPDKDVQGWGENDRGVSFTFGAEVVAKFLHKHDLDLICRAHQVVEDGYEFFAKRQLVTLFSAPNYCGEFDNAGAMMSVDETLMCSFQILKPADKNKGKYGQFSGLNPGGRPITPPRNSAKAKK
# The depositor's hits bear a star; x = not tested or not shown.
nr	Molecule	ZTA DNA inh	PP1 counter	TPT1 inhibitor	PP5 primary	Efflux pump mplx	EBNA-1 inh	core dimer inh	PREPL inhibitor	CTSL1 counter
1	Cc1cc(C(=O)NNC(=O)c2ccc(C(F)(F)F)cc2)no1	5	-5	1	-1.8	0.1	2	-1	2	2
2	Cn1c(=O)c(S(=O)C2CCCCC2)c(O)c2ccccc21 (stereo not given)	18	0	-3	1.1	0.0	6	1	-4	-1
3	COc1cc(C(=O)NCC(c2cccs2)N2CCOCC2)c([N+](=O)[O-])cc1OC (stereo not given)	-2	-7	0	0.4	0.0	1	0	-7	-1
4	COC(=O)c1ccc(CSc2nc3c(cnn3-c3ccc(F)cc3)c(=O)[nH]2)o1	-26	5	0	1.4	-0.2	3	3	-2	0
5	CC1(C)NC(=O)N(CCOCCOc2ccccc2)C1=O	6	2	2	3.9	-0.1	-16	0	0	-1
6	COc1ccc(OCCC(=O)c2ccc(OC)cc2)cc1	-1	-3	-5	3.1	-0.2	5	2	-4	-1
7	Cc1cc(C(=O)OCC(=O)Nc2ccc(F)cc2F)c(C)o1	-2	2	-9	0.5	-0.1	3	-5	-2	-4
8	Cc1nc2ccc(NC(=O)c3ccc(N4C(=O)CCC4=O)cc3)cc2s1	8	-3	3	1.6	0.1	-2	-2	-3	-4
9	CCOC(=O)Cn1nc(C(F)F)c(Br)c1C	-3	3	4	3.0	-0.1	11	11	5	2
10	Cc1ccc(CS(=O)Cc2ccc(C(=O)NC3CCCCCC3)o2)cc1 (stereo not given)	-8	2	-1	1.2	0.0	-9	-14	12	-1
11	Cc1cc(C)n2nc(C(=O)OCC(=O)NCc3ccccc3)nc2n1	-2	-2	x	-0.4	0.0	x	x	1	x
12	COc1ccc(/C=C\c2onc(C)c2S(=O)(=O)N2CCC(C(=O)NCc3ccco3)CC2)cc1	-29	-3	0	0.6	-0.1	1	-6	1	6
13	Cc1cc(C)c(Cc2c(C)nc3c(C(=O)NCc4ccco4)cnn3c2C)c(C)c1	-9	11	-4	3.6	0.0	6	14	-26	1
14	COc1ccc(C2=NOC(C(=O)NCc3cccs3)C2)cc1 (stereo not given)	3	-4	0	0.5	0.0	6	2	-13	-3
15	O=C(NC1C/C(=N/O)c2cc3c(cc21)OCO3)C(F)(F)F (stereo not given)	-6	-2	1	-3.2	-0.5	0	2	5	9
16	CCOc1cc(C(=O)CCC(=O)OCC(=O)N2c3ccccc3NC(=O)C2(C)C)ccc1O	-4	-3	-4	1.7	0.0	0	4	-14	-54
17	C=CCNC(=S)NNC(=O)C(CCCC)CC(C)O (stereo not given)	-3	-2	-1	-0.5	-0.4	-3	-7	4	-1
18	COCCOC(=O)c1c(C)oc2ccc(OCc3cc(C(=O)OC)oc3C)cc12	-3	5	1	0.8	0.0	2	7	-9	5
19	COc1ccc(NC(=O)c2sc3nc(-c4cccnc4)ccc3c2N)cc1OC	4	-2	20	0.4	-0.2	0	1	9	-3
20	COc1ccc(NC(=O)c2cn(C)c(=O)c3cc(OC)c(OC)cc23)cc1OC	-4	0	-3	0.7	-0.2	12	-9	6	3
21	CCOC(=O)C(C)Oc1cccc2c(=O)n(CC(=O)NCc3ccco3)ccc12 (stereo not given)	9	-1	-1	2.7	0.0	-7	-1	5	-1
22	CC(=O)Nc1cccc(OCc2ccc(F)cc2)c1	5	-1	-4	0.2	0.0	7	-1	-1	-1
23	CN(CCc1ccccn1)C(=O)Nc1ccc(Cl)cc1	1	-1	-2	3.8	0.3	0	1	6	2
24	COC(=O)c1sc2ncccc2c1OCc1ccc(Cl)cc1Cl	-5	3	-3	2.1	0.0	9	-2	0	4
25	N#C/C(=C/c1cn[nH]c1-c1ccc(Br)cc1)C(=O)O	-8	0	0	-1.8	0.0	-9	1	-20	-4
26	C=CCC1NS(=O)(=O)OCC1NC(=O)OCC(Cl)(Cl)Cl (stereo not given)	4	-2	1	3.1	0.1	10	-3	13	20*
27	CC1CN(CCOCCSc2ccc(Cl)cc2)CC(C)O1 (stereo not given)	10	-8	-3	0.4	0.0	-9	12	19	-5
28	COc1ccccc1OCCNC(=O)c1cc(C2CC2)nc2c1cnn2C(C)C	-5	1	x	0.9	-0.1	x	x	1	x
29	CC(=O)Nc1nonc1-c1nc2ccccc2n1Cc1nnc(C)o1	6	-2	4	0.7	-0.1	11	0	10	-4
30	O=C1c2cc([N+](=O)[O-])cc3cc([N+](=O)[O-])cc(c23)C(=O)N1c1ccccn1	2	0	0	2.6	-0.4	5	-21	14	6

# New compounds follow.
nr	Molecule	ZTA DNA inh	PP1 counter	TPT1 inhibitor	PP5 primary	Efflux pump mplx	EBNA-1 inh	core dimer inh	PREPL inhibitor	CTSL1 counter
31	COc1ccc(NC(=O)c2cccc(N3C(=O)NC4CC3(C)Oc3ccccc34)c2)cc1 (stereo not given)	-6	-2	-2	1.9	-0.1	-2	12	-1	-2
32	CC(NC(=O)c1c(F)cccc1Cl)c1ccc(-n2ccnc2)cc1 (stereo not given)	-6	0	3	4.4	1.2	-4	-8	8	5
33	Cc1onc(-c2ccccc2)c1C(=O)NC(=S)NNC(=O)c1cc(-c2ccc(F)cc2)n[nH]1	4	29*	-1	1.8	0.1	-5	5	2	-1
34	C[N+]1(CCC(=O)c2ccccc2)CCCCC1	-13	6	-4	-0.8	-0.3	-4	-11	-4	1
35	COc1ccc(NC(=S)NCC(O)c2ccccc2)c(OC)c1 (stereo not given)	-15	-1	1	2.8	0.2	-16	-11	3	-2
36	COc1ccccc1-c1nnc(C2CCN(S(=O)(=O)c3ccccc3[N+](=O)[O-])CC2)o1	-6	0	-1	2.4	-0.1	8	0	-1	-7
37	COCC(=O)Oc1c(S(=O)(=O)c2ccc(C)cc2)c(C)nn1-c1ccccc1	15	2	0	-0.9	-0.2	0	1	-3	-1
38	CC(C)[C@H](NC(=O)N1CC(=O)Nc2ccccc21)C(=O)N[C@H](Cc1c[nH]c2ccccc12)C(=O)O	-5	-4	1	6.0	0.1	-16	1	3	5
39	Cc1cccc(N2CCN(C(=O)CNC(=O)c3ccccc3)CC2)c1C	-6	-2	-1	0.9	0.5	3	8	5	-3
40	COc1cccc(OC)c1C(=O)NC(=S)Nc1ccc(S(=O)(=O)Nc2nccs2)cc1	-13	-2	-1	-0.5	0.0	-2	3	9	7
41	CCOc1ccc(NS(=O)(=O)c2cc(C(=O)N3CCC3)ccc2Cl)cc1	0	-2	0	-1.1	-0.1	0	-1	-2	2
42	FC(F)(F)c1cc(-c2ccccc2)nc(NCc2cccnc2)n1	3	3	2	6.6	0.5	-18	1	-21	5
43	CCn1nnc(-c2ccccc2NS(=O)(=O)c2ccc(S(=O)(=O)N(C)C3CCCCC3)cc2)n1	4	1	1	12*	-0.1	-13	4	1	-1
44	CCC(C)(C)C1CCc2c(sc(NC(=O)c3ccccc3C(=O)O)c2C#N)C1 (stereo not given)	16	11	1	4.3	0.0	10	13	13	5
45	CC(C)C1Cc2c(C#N)c(N)n(C)c(=S)c2CO1 (stereo not given)	-10	2	-5	-1.1	-0.1	4	2	1	-2
46	CC(=O)Nc1ccc(NS(=O)(=O)c2ccc(-c3cnc(C4CC4)o3)cc2)cc1	9	-4	-3	0.1	-0.1	7	7	2	4
47	N#Cc1ccc(C2=NC(C(F)(F)F)(C(F)(F)F)c3c(n(Cc4ccco4)c(=O)[nH]c3=O)N2)cc1	11	3	3	6.5	-0.1	15	7	9	2
48	CC(Oc1ccc(-c2ccccc2)c(F)c1)c1ccn(S(=O)(=O)c2cccc3ccccc23)n1 (stereo not given)	20	2	-8	2.3	0.3	8	4	-3	-2
49	CCCCC1=CC2=C(c3ccco3)C(=O)C(C)(OC(=O)c3ccc(OC)cc3)C(=O)C2=CN1Cc1ccco1 (stereo not given)	7	16*	6	1.7	-0.1	2	45	30	4
50	CCN1C(=O)c2cccc3c(S(=O)(=O)N(C(=O)c4cccnc4)c4ccc(OC)cc4)ccc1c23	-9	0	2	0.5	13*	-7	2	14	-2
51	O=C(Nc1ccc2c(c1)N(S(=O)(=O)c1cccs1)CCC2)c1c(F)cccc1F	-4	-1	-2	1.8	-0.1	-4	3	-2	-4
52	COc1cccc(CC2(CO)CCCN(Cc3ccc(-c4ccco4)cc3)C2)c1 (stereo not given)	7	-6	12	-1.3	0.1	0	11	-17	-7
53	Cc1ccccc1-c1cc(C(=O)O)nn1CC1CC(c2cccc([N+](=O)[O-])c2)=NO1 (stereo not given)	-3	8	-2	1.7	-0.2	2	4	-5	-1
54	CS(=O)(=O)N1CCC(C(=O)N2CCN(c3ccccc3F)CC2)CC1	1	-2	0	-1.0	-0.1	7	-3	-1	3
55	C#CCN1C(=O)C(O)(CC(=O)/C=C/C=C/c2ccccc2)c2ccccc21 (stereo not given)	-9	-5	5	-1.2	0.2	3	7	4	39*
56	CCOC(=O)C1CCCN(CC(=O)Nc2cc(C)cc(C)c2)C1 (stereo not given)	3	-3	4	-1.8	-0.1	4	0	17	2
57	O=C(c1cn(-c2ccccc2)nc1-c1cccs1)N1CCN(c2ccccc2)CC1	5	4	-2	3.7	0.2	-3	8	-14	2
58	Cc1cc(/C=C(\C#N)C(=O)N2CCOCC2)c(C)n1C1CCCC1	0	-7	-1	-3.0	0.0	6	2	-5	1
59	CCCn1c(CC)nc([N+](=O)[O-])c1S(=O)(=O)c1ccccc1	-14	5	0	2.5	-0.1	13	-2	17	4
60	COc1ccc2oc(C(=O)Nc3nc(C)cs3)c(C)c2c1	16	0	x	0.4	0.2	x	x	-2	x

# (more compounds)
nr	Molecule	ZTA DNA inh	PP1 counter	TPT1 inhibitor	PP5 primary	Efflux pump mplx	EBNA-1 inh	core dimer inh	PREPL inhibitor	CTSL1 counter
61	CCOc1ccc(Nc2ccc(C(=O)O)cc2[N+](=O)[O-])cc1	-1	3	-1	-3.4	0.0	-4	-6	12	1
62	CCc1ccc(/C=C/C(=O)c2c(C)cc(C)[nH]c2=O)cc1	-15	6	-6	1.3	-0.1	-2	8	10	2
63	CC1CC(C)CN(C(=O)COC(=O)c2c[nH]c3ccccc23)C1 (stereo not given)	0	1	x	4.5	0.0	x	x	1	x
64	CCOC(=O)C1C2C=CC(CC2)N1c1ccccc1 (stereo not given)	-1	-2	-3	-0.2	0.0	2	0	5	-2
65	COc1ccc2[nH]cc(CCNC(=O)C3CCCNC3=O)c2c1 (stereo not given)	14	1	-1	-0.2	-0.3	5	-4	2	1
66	CC(C)(C)NC[C@@H](O)COc1cccc2c1CCCC2=O	2	-3	1	0.0	-0.1	-1	-2	1	4
67	COc1cc(SC)ccc1C(=O)NCCc1c[nH]c2ccccc12	6	-2	-4	2.3	0.1	-7	7	4	3
68	O=C(NCc1ccc2c(c1)OCO2)c1cnc2n(c1=O)CCS2	-4	-4	-3	0.3	0.0	-4	-5	-3	-1
69	Cc1cc(C(=O)COc2cccnc2[N+](=O)[O-])c(C)n1-c1ccccc1F	7	12	-1	1.8	0.0	3	3	-5	7
70	FC(F)(F)C1CCCN(c2nsc3ccccc23)C1 (stereo not given)	-5	-3	2	0.7	0.1	-13	-5	-19	0
71	NC(=O)c1c(NC(=O)CN2CCN(S(=O)(=O)c3ccccc3)CC2)sc2c1CCC2	-7	7	14	1.2	0.3	-15	48*	13	1

# Entries of single compounds from above.
# CC1CC(C)CN(C(=O)COC(=O)c2c[nH]c3ccccc23)C1 (stereo not given) is entered as ZTA DNA inh: 0; PP1 counter: 1; TPT1 inhibitor: x; PP5 primary: 4.5; Efflux pump mplx: 0.0; EBNA-1 inh: x; core dimer inh: x; PREPL inhibitor: 1; CTSL1 counter: x
# COc1ccc2[nH]cc(CCNC(=O)C3CCCNC3=O)c2c1 (stereo not given) is entered as ZTA DNA inh: 14; PP1 counter: 1; TPT1 inhibitor: -1; PP5 primary: -0.2; Efflux pump mplx: -0.3; EBNA-1 inh: 5; core dimer inh: -4; PREPL inhibitor: 2; CTSL1 counter: 1

# Screens (PubChem BioAssay)

# Only part of the results is shown; rates above refer to the full screens.
